ALDH1A1 inh – qHTS Assay for Inhibitors of Aldehyde Dehydrogenase 1 (ALDH1A1); Purified ALDH1A1, NADH fluorescence, propionaldehyde substrate; Potency, µM (doses to about 75.3 µM), inactives show top-dose activity, negative = inhibition, actives largely listed as inhibitors; 7.3% of 220,000 active; Aldehyde dehydrogenase 1A1 (Homo sapiens), P00352; active = well fitted inhibition curve with a large enough effect, not every such curve was filed as active; inconclusive = small, poorly fitted or top-dose-only effect, or another doubt; inactive = no such curve, though single readings can be large or run the other way;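 also: plate controls were no enzyme wells and a reference inhibitor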
KDM4E inh – qHTS Assay for Inhibitors of Human Jumonji Domain Containing 2E (JMJD2E); Lysine-specific demethylase 4E (Homo sapiens), B2RXH2; JMJD2E catalytic domain, FDH-coupled NADH fluorescence (FDH is formaldehyde dehydrogenase); Potency, µM (titrated, usually from 57.1 µM), for inactives: at the top dose activity change, negative = inhibition, hits mostly inhibitors; 1.6% of 230,000 active; active = well fitted inhibition curve with a large enough effect, not every such curve was filed as active; inconclusive = small, poorly fitted or top-dose-only effect, or another doubt; inactive = no such curve, though single readings can be large or run the other way;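 also: 0% = wells with enzyme and -100% = buffer wells without enzyme; nearly all actives have a fitted effect of over 50% in size; many of its hits are not listed in these tables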
RECQ1 inh – qHTS Assay for Inhibitors of RecQ-Like Dna Helicase 1 (RECQ1) | ATP-dependent DNA helicase Q1 (Homo sapiens), P46063 | RECQ1 DNA unwinding, red fluorescence kinetic read | Potency, µM (top dose mostly 57.3 µM), without a hit: top-dose activity, negative = inhibition, actives largely listed as inhibitors | 0.54% of 240,000 active | AID 2549, 2010;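 also: plate controls were vehicle for no effect and no enzyme for full effect; nearly all actives have a fitted effect of over 30% in size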
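50 nM RECQ1T1 preincubated 15 min with compound in Tris pH 8.0 buffer with MgCl2, DTT, Tween-20 and 2.5 ug/ml poly(dI-dC); started with 200 nM TAMRA/BHQ-2 forked duplex and 2 mM ATP. Unwinding read as fluorescence (525/598 nm), two reads 2 h apart.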
KinaseGlo FLuc – Counterscreen for Luciferase (Kinase-Glo TM) Inhibition | Kinase-Glo luciferase, ATP luminescence, 8 min | Potency, µM (doses to about 38.3 µM), for the others: at the top dose activity change, negative = inhibition, most hits filed as inhibitors | 0.28% of 200,000 active | AID 1379, 2008; also: % is scaled to controls: 0 for no effect and ±100 for the full control effect; nearly all actives have a fitted effect of over 60% in size
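Luminescence was the read-out, taken after 8-minute incubation at ambient temperature. Luciferase turned over luciferin with 10 uM ATP in imidazole pH 7.2 buffer containing KCl, MgCl2, Tween 20 and BSA.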
L3MBTL1 block – qHTS Assay for the Inhibitors of L3MBTL1 | Potency, µM (titrated, usually from 57.1 µM), for inactives: at the highest dose activity, negative = inhibition, usual class: inhibitors | 0.66% of 230,000 active | AID 485360, 2010 | Lethal(3)malignant brain tumor-like protein 1 (Homo sapiens), Q9Y468 | AlphaScreen L3MBTL1–H3K9me1 peptide binding; also: % is scaled to controls: 0 for no effect and ±100 for the full control effect; nearly all actives have a fitted effect of over 60% in size
Target sequence (Q9Y468 whole entry, looked up): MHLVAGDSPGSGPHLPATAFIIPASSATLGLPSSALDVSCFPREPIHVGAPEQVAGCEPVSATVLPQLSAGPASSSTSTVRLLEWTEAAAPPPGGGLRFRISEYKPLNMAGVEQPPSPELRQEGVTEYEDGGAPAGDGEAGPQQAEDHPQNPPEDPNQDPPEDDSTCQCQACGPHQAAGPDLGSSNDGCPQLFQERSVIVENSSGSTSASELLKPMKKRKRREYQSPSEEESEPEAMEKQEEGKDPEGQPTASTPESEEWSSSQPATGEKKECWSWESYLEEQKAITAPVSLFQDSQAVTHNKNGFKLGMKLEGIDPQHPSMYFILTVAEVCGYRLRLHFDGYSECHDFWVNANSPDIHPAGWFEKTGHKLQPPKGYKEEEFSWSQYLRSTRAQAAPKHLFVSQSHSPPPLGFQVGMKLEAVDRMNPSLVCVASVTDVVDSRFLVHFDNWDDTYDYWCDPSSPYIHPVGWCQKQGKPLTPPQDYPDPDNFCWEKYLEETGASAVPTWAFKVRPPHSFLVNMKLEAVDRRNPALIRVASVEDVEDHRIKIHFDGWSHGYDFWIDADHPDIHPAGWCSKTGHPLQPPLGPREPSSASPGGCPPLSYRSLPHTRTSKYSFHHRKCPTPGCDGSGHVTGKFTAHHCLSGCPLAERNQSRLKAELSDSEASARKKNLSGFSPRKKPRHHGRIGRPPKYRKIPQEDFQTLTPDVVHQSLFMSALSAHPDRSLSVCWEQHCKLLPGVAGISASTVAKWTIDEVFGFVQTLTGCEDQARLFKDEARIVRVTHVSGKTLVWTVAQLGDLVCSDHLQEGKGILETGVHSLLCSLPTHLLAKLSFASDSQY
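AlphaScreen assay: L3MBTL1 (50 nM final) was preincubated 30 min at room temperature with biotinylated H3(1-15)K9me1 peptide (75 nM final), then 30 min with library compounds; streptavidin donor and nickel chelate acceptor beads (10 ug/mL final) added, 30 min dark.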
Lamin A splicing – qHTS Assay for Modulators of Lamin A Splicing. 0.01% of 200,000 active. HeLa LMNA splicing GFP/RFP minigene ratio, 48 h. AID 1487, 2009. Potency, µM (top dose mostly 46.1 µM), inactives show at the top dose ratio change, negative = inhibition, most hits filed as inhibitors; active = well fitted inhibition curve with a large enough effect in the signal ratio, with a control signal flat, not every such curve was filed as active; inconclusive = small, poorly fitted or top-dose-only effect, or effect the other way, or a change in a side signal; the % refers to the signal ratio; also: % is scaled to controls: 0 for no effect and ±100 for the full control effect
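S3 HeLa cells stably expressing lamin A-EGFP splicing minigene plus DsRed2, 600 cells/well, 48 h compound exposure at 37C. Laser-scanning cytometry; analysed as GFP (500-530 nm)/RFP (575-640 nm) total intensity ratio; 0.5% DMSO vehicle.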
Tau ThT inhib – qHTS for Inhibitors of Tau Fibril Formation, Thioflavin T Binding; AID 1460, 2008; Microtubule-associated protein tau (Homo sapiens), P10636; recombinant tau K18 P301L (four-repeat tau fragment), heparin-induced fibrillization, ThT fluorescence; 2.1% of 270,000 active; Potency, µM (highest dose often 57.4 µM), for inactives: at the highest dose activity, negative = inhibition, actives largely listed as inhibitors; also: % is scaled to controls: 0 for no effect and ±100 for the full control effect; nearly all actives have a fitted effect of over 55% in size
Target sequence (P10636 561-689 P618L limits assumed): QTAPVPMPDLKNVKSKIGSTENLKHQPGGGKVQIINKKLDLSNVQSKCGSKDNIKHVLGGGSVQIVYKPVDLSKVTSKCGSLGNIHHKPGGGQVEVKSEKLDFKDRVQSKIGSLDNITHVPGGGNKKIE
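Tau K18 P301L fragment (15 uM unlabeled plus 0.24 uM Alexa 594-labeled) in 100 mM sodium acetate pH 7 with compound, fibrillization induced by 20 uM heparin for 6 hr at 37 C. Thioflavin T (30 uM) added, fluorescence read after 1 hr (ex 450, em 510 nm).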
SMN2 splice up – qHTS Assay for Enhancers of SMN2 Splice Variant Expression; HEK293 SMN2-luciferase splicing reporter, luminescence, 30-36 h; 2.8% of 210,000 active; Potency, µM (highest dose often 46.1 µM), for inactives: top-dose activity change, positive = activation, hits mostly activators; also: % of control where 0% means no effect; nearly all actives have a fitted effect of over 55% in size
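HEK293 cells carry an SMN2 […]–luciferase reporter in which exon 7 inclusion puts luciferase in frame. Cells were plated 10-12 h before compound addition, then incubated 30-36 h at 37C. ONE-Glo luminescence was read; sodium butyrate at 4.5 mM final served as control.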
* = called active by the depositor; i = inactive; ? = inconclusive; nt = not tested or not shown; & = joins results of further samples; ! = repeats disagree; [ ] = dose if it differs, or a comment. Unless noted, calls follow the shape of the dose curve; as a rule, active = well fitted curve in the direction sought with a large enough effect; inconclusive = small, poorly fitted or top-dose-only effect, or another doubt; inactive = no such curve, though single readings can be large; an effect the other way counts as inactive or inconclusive. Potency is read from the fitted curve at half-maximal effect. This is a subset; the hit share may differ from the screen's.

Start of the listing, in advance, 8 compounds:
SMILES	ALDH1A1 inh	KDM4E inh	RECQ1 inh	KinaseGlo FLuc	L3MBTL1 block	Lamin A splicing	Tau ThT inhib	SMN2 splice up
Cc1cc(C)c2c(n1)nn1c(NCCOCCO)cc(C)nc21	?	?	15%	-2%	nt	-1%	-10%	?
Cc1ccc2[nH]c3c(c2c1)SC(C)(C)CC3=O	?	?	3%	-1%	12%	nt	-7%	-1%
Cc1nnc2n1N=CC=C(C(C)(C)C)S2	3%	6%	-1%	0%	1%	-4%	-1%	12%
CCCCC(=O)NCCc1cc2ccc(OC)cc2[nH]c1=O	-1%	?	i	-2%	?	3%	0%	2%
COC(=O)N[C@H](c1ccccc1)C(C(C)=O)C(=O)OC (stereo not given in full)	7%	0%	i	0%	nt	nt	1%	-14%
Cc1ccc(S(=O)(=O)Nc2ccc(C(=O)OCC(=O)N(CCC#N)c3ccccc3)cc2)cc1C	-14%	5%	?	1%	-4%	-21%	2%	1%
O=c1c2oc3ccccc3c2ncn1Cc1ccccc1Cl	?	-3%	5%	8%	nt	8%	-5%	-7%
Cc1ccc(S(=O)(=O)NC(=O)Nc2ccc(Cl)cn2)cc1	?	-15%	-8%	-5%	3%	7%	-13%	?

The whole of this part, repeating the preview:
SMILES	ALDH1A1 inh	KDM4E inh	RECQ1 inh	KinaseGlo FLuc	L3MBTL1 block	Lamin A splicing	Tau ThT inhib	SMN2 splice up
Cc1cc(C)c2c(n1)nn1c(NCCOCCO)cc(C)nc21	?	?	15%	-2%	nt	-1%	-10%	?
Cc1ccc2[nH]c3c(c2c1)SC(C)(C)CC3=O	?	?	3%	-1%	12%	nt	-7%	-1%
Cc1nnc2n1N=CC=C(C(C)(C)C)S2	3%	6%	-1%	0%	1%	-4%	-1%	12%
CCCCC(=O)NCCc1cc2ccc(OC)cc2[nH]c1=O	-1%	?	i	-2%	?	3%	0%	2%
COC(=O)N[C@H](c1ccccc1)C(C(C)=O)C(=O)OC (stereo not given in full)	7%	0%	i	0%	nt	nt	1%	-14%
Cc1ccc(S(=O)(=O)Nc2ccc(C(=O)OCC(=O)N(CCC#N)c3ccccc3)cc2)cc1C	-14%	5%	?	1%	-4%	-21%	2%	1%
O=c1c2oc3ccccc3c2ncn1Cc1ccccc1Cl	?	-3%	5%	8%	nt	8%	-5%	-7%
Cc1ccc(S(=O)(=O)NC(=O)Nc2ccc(Cl)cn2)cc1	?	-15%	-8%	-5%	3%	7%	-13%	?
Nc1nnnn1/N=C/c1ccccc1C(F)(F)F	-15%	?	i	5%	0%	11%	-13%	21%
Cc1ccccc1N1CCN(C(=S)c2ccccc2)CC1	1%	10%	0%	3%	-1%	?	-14%	-3%
COCCNC(=O)c1sc2ncn(CC(=O)Nc3ccc(C)c(Cl)c3)c(=O)c2c1C	12%	6%	i	1%	nt	nt	-11%	-8%
Cc1ccc(S(=O)(=O)NC2CCCC2)cc1C	?	-4%	i	-2%	nt	4%	-9%	-1%
CCN(CC)CCOC(=O)c1ccc(NC(=O)c2cn(-c3ccccc3)nc2-c2cccs2)cc1	-3%	?	i	-4%	-24%	?	-2%	-100%[inhibitor]
CCOc1ccccc1NC(=O)COn1nnc2ccccc21	-5%	-1%	-8%	0%	nt	-12%	-12%	?
Cc1ccc(N2C(=O)N(CC(=O)NCc3ccccc3Cl)C(=O)C2C)cc1 (stereo not given)	-7%	6%	-2%	0%	8%	9%[46 µM]	-3%	-21%
CC(NCc1ccc(N(C)C)cc1)C1CC2CCC1C2 (stereo not given)	-5%	-7%	8%	0%	nt	-1%	-7%	-11%
CN(CC(=O)N1CCN(c2ccccn2)CC1)S(=O)(=O)c1ccc(Br)cc1	0%	?	-1%	3%	6%	2%	0%	-21%
CCCC1(c2ccccc2)NC(=O)N(CC(=O)Nc2cc(C)on2)C1=O (stereo not given)	-4%	-9%	i	8%	0%	?	-9%	11%
Cc1ccc(C)n1/N=C1/NC(=O)CS1	0%	?	?	0%	-3%	0%	?	2%
O=C(O)CSc1nc(SCc2ccccc2Cl)nc2c1CCCC2	8%	1%	-13%	2%	5%	-1%	-13%	11%

Taken from the listing for reference:
SMILES	ALDH1A1 inh	KDM4E inh	RECQ1 inh	KinaseGlo FLuc	L3MBTL1 block	Lamin A splicing	Tau ThT inhib	SMN2 splice up
Cc1ccc(C)n1/N=C1/NC(=O)CS1	0%	?	?	0%	-3%	0%	?	2%
O=C(O)CSc1nc(SCc2ccccc2Cl)nc2c1CCCC2	8%	1%	-13%	2%	5%	-1%	-13%	11%

The listing continues:
SMILES	ALDH1A1 inh	KDM4E inh	RECQ1 inh	KinaseGlo FLuc	L3MBTL1 block	Lamin A splicing	Tau ThT inhib	SMN2 splice up
C=CCNC(=O)COc1ccc(N(C)S(=O)(=O)c2ccc(NC(C)=O)cc2)cc1	16%	1%	-6%	1%	-3%	-9%[46 µM]	8%	16%
COc1ccc(Cl)cc1C(=O)NNC(=O)C1COc2ccccc2O1 (stereo not given)	-4%	-3%	-20%	5%	nt	nt	0%	9%
Cc1nn(CC(=O)N(C)C)c(=O)c2ccccc12	6%	0%	-4%	0%	-2%	4%	4%	-9%
COc1ccc(C(=O)Nc2cc(C)nn2-c2nc3ccccc3[nH]2)c(OC)c1	10%	-7%	i	-4%	nt	nt	-16%	22%
CC12C(=O)N(c3ccccc3)C(=O)C1C(c1ccccc1)N1CCCN12 (stereo not given)	4%	-16%	0%	nt	-5%	nt	-9%	nt
Cc1ccc2c(CC(=O)O)coc2c1C	-8%	-4%	11%	1%	-1%	4%	4%	-46%[inhibitor]
O=C(CCC(=O)N1CCN(S(=O)(=O)c2ccc(Cl)cc2)CC1)Nc1cccc(Br)c1	?	9%	-4%	-1%	-9%	?	-2%	-10%
COc1cccc(C(=O)NNc2nc(C)cc(C)n2)c1	14%	-5%	5%	3%	-6%	-9%	3%	2%
O=c1[nH]c2ccc(Cl)cc2c(-c2ccccc2)c1N1CCOCC1	?	-15%	i	-1%	3%	-10%	2%	0%
C=CCn1c(SCc2cc(=O)n3ccsc3n2)nc2scc(C3CC3)c2c1=O	?	-8%	-14%	-2%	-24%	-2%	-16%	-18%
Cc1ccc2cc(CN(C(=O)C3CCCO3)C3CCCCC3)c(=O)[nH]c2c1 (stereo not given)	-15%	?	i	nt	4%	-3%	-4%	nt
CCNc1ccc(C(=O)OCC)cc1NC(=O)c1cccc(S(=O)(=O)N(C)c2ccccc2)c1	-1%	-16%	-5%	1%	-5%	?	-16%	-20%
CC(=O)OC/C=C(C)/C=C/C=C(C)/C=C/C1=C(C)CCCC1(C)C	22µM*!	-3%	-6%&-12%&10%	2%[39.9 µM]	nt	nt	?	-1%&-9%&9%
COc1cc(C2C3=C(CCCC3=O)Nc3[nH]n(-c4ccccc4)c(=O)c32)cc(OC)c1OC (stereo not given)	8%	0%	i	1%	nt	nt	-13%	5%
COC(=O)CCC(=O)OC1(C)C(=O)C=C2C=C(C3CC3)N(c3ccc(OC)cc3)C=C2C1=O (stereo not given)	-3%[13.5 µM]	?	-13%[11.5 µM]	-5%[7.66 µM]	nt	0%[9.22 µM]	?	1%[9.22 µM]
Brc1ccc(C2=Nc3cccc4cccc(c34)N2)o1	-15%	-28%	i	-4%	-2%	-5%	?	1%
CC(C)(C)OC(=O)NCCCCCc1nnc(SCC(=O)Nc2cccc(Cl)c2)o1	?	6%	-6%	3%	-3%	?	-11%	-1%
Cc1ccc(SCc2cc(=O)[nH]c(/N=C(\N)Nc3cccc4ccccc34)n2)cc1	6%	6%	3%	1%	-15%	-3%	9%	-5%
COc1ccc(N=C2SC(C(=O)N3CCN(c4ccccc4)CC3)CC(=O)N2C)cc1 (stereo not given)	2%	-6%	i	nt	-15%	nt	-17%	nt
O=C(OCc1ccccn1)c1ccc(COc2ccccc2Cl)o1	12%	1%	-9%	-1%	9%	-1%	?	25%
CCCCC1=NN(C(=O)c2cocc2C)C(O)(C(F)(F)F)C1 (stereo not given)	0%	-6%	-6%	1%	5%	-4%	-3%	1%
Fc1ccc(-c2nnc(CN3CCC(c4nc5ccccc5s4)CC3)o2)cc1	-15%	-19%	-3%	-2%	nt	?	?	-83%[inhibitor]
Cc1sc2ncnc(N3CCC(C)CC3)c2c1C	3%	-8%	2%	3%	19%	?	10%	-48%[inhibitor]
Cc1ccc2cc(CN(Cc3ccco3)C(=S)NCC3CCCO3)c(=O)[nH]c2c1C (stereo not given)	?	-11%	-4%	1%	-9%	?	-3%	3%
CCC(=O)NCCc1cc2ccc(C)c(C)c2[nH]c1=O	-9%	?	-4%	3%	5%	-4%	-4%	11%
Cc1ccc(-c2nc(NCc3ccco3)c3ccccc3n2)cc1	-13%	-5%	0%	-3%	5%	?	?	15%
O=S(=O)(NC1CCCCC1)c1ccc(S(=O)(=O)N2CCN3CCCC3C2)cc1 (stereo not given)	-9%	0%	-4%	-4%	-4%	-1%	-7%	-2%
C/C(=N\N=C(N)N)c1ccc(Cl)cc1Cl	0%	8%	-3%	0%	-4%	-24%[46 µM]	1%	-25%
CCN(CC)C(=O)CSc1nnc(-c2ccccc2)c(-c2ccccc2)n1	10%	4%	?	4%	-9%	1%	-7%	-16%
CCN(CC)c1ccc(NC(=O)c2cccnc2)c(C)c1	12%	2%	-15%	0%	-10%	2%	-8%	8%

Screens deposited in PubChem by National Center for Advancing Translational Sciences (NCATS).
